Screening results (PubChem)
CD11b adhes enh: enhancers of CD11b/CD18 adhesion to fibrinogen, primary screen, K562 cells, luminescence | Integrin beta-2 (Homo sapiens) + Integrin alpha-M (Homo sapiens), P05107+P11215 | ATPlite luminescence | activation, % at 10 µM | 93,000 tested, 0.07% active | AID 1499, 2009;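 active = 10 µM primary screen giving 50% or more activity, confirmed by 40% or more on retest at that dose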; also: strong numbers were not always called active; reference of the scale not given here
Target sequence (P05107 whole entry, looked up, other chains not shown): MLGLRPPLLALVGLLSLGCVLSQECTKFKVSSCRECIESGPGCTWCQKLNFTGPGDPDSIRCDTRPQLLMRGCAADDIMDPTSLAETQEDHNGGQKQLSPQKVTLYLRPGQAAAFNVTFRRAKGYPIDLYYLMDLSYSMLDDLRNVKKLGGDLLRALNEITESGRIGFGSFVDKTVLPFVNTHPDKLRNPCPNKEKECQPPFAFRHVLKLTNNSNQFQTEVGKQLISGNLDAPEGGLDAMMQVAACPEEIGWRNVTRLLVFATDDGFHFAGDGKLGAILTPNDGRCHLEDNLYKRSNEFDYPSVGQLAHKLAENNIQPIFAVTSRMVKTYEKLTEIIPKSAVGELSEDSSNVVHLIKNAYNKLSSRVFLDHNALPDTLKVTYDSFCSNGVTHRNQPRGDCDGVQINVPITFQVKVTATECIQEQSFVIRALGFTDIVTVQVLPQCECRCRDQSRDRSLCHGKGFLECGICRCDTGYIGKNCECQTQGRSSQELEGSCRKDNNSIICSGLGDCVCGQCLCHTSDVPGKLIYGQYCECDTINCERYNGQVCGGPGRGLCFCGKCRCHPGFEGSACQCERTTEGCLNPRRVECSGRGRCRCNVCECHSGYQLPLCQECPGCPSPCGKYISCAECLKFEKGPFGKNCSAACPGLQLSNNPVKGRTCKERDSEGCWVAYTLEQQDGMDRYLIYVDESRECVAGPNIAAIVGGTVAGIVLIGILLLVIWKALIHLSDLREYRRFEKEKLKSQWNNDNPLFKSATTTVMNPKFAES
An asterisk follows results filed as active.

SMILES	CD11b adhes enh
COc1cc(/C=C/C(=O)OCC(=O)c2c[nH]c3ccccc23)ccc1OC(F)F	14
Cc1ccc(C(=O)Nc2nc(=O)n(C)s2)cc1	-2
COc1ccc(CC(=O)Nc2ccc(-c3cn4ccc(C)cc4n3)cc2)cc1	-3
COc1ccc(N=C2SC(CC(=O)Nc3ccccc3)C(=O)N2Cc2ccco2)cc1 (configuration not stated)	1
Cc1ccc(CNCCC2=CCCCC2)cc1	-3
CC(=O)c1cc(NC(=O)c2ccc(C)cc2)c(=O)oc1/C=C/N(C)C	-1
CCCN(CCC)C(=O)Cn1c(=O)n(CCCCCC(=O)Nc2ccccc2)c(=O)c2sccc21	24
COc1ccc(/C=N/NC(=O)c2ccn[nH]2)cc1COc1ccc(F)cc1	-4
COC(=O)c1c(NC(=O)COC(=O)CNC(=O)c2ccco2)sc(C)c1C	1
CC1S/C(=N/N=C/c2ccco2)NC1=O (configuration not stated)	-2
CC(C)Oc1cccc(C(=O)NC(=S)Nc2cccc(C(F)(F)F)c2)c1	-3
CC(C)=CCCC1=CCC(/C=N/NC(N)=O)C(C)C1 (configuration not stated)	5
COc1ccc(N=Cc2cccc(C)c2O)cc1Cl	2
FC(F)(F)c1ccc(Oc2ccc3cc(Br)ccc3c2)nc1	12
CCOc1ncccc1C(=O)N(C)CC(=O)Nc1ccc(F)cc1	-4
NC(=O)C1c2ccccc2CSc2ccccc21 (configuration not stated)	-5
CN=c1scc(-c2ccc(Br)cc2)n1C	-6
O=C(Nc1ccc(Br)cc1)c1ccc(F)c(S(=O)(=O)NCc2cccs2)c1	-8
OC(COCC(F)(F)C(F)(F)C(F)(F)C(F)F)Cn1c2ccc(Cl)cc2c2cc(Cl)ccc21 (configuration not stated)	-9
COc1c(C)cccc1C(=O)Nc1ccc(CN2CCCCC2)cc1	-2
COc1ccc(NC(=O)CC2C(=O)N(c3ccc(Cl)cc3)C(=S)N2CCc2ccccn2)cc1 (configuration not stated)	2
S=c1[nH]nc(C2CCCCC2)n1/N=C/C(Cl)=C\c1ccccc1	21
Cc1scc(C(=O)N/N=C/c2ccc(OCC(C)C)cc2)c1C	-2
O=C(Nc1ncc(Cc2cccc(C(F)(F)F)c2)s1)c1ccc(-c2cccc([N+](=O)[O-])c2)o1	-5
CC1=CC(=O)N(c2cccc(C(F)(F)F)c2)C1c1ccc(Cl)cc1 (configuration not stated)	2
O=C(CSCc1nc2ccccc2[nH]1)Nc1ccccc1	1
CCOc1ccc2nc(N/C(N)=N/C(=S)Nc3cccc(C)c3)nc(C)c2c1	-3
Cc1ccnc2c(N3C(=O)C4C5c6ccccc6C(c6ccccc65)C4C3=O)cccc12 (configuration not stated)	-2
C=CCNC(=S)NNC(=O)c1ccc(OCC)cc1	-6
C(=N\Nc1nc2ccccc2s1)/c1ccc2c(c1)OCO2	36
O=C(c1cc2ccccc2oc1=O)N(c1ccccc1)C1C=CS(=O)(=O)C1 (configuration not stated)	-4
CCOC(=O)N1CCN(c2cc(N3CCN(CC)CC3)c(F)cc2[N+](=O)[O-])CC1C (configuration not stated)	-5
NC(=S)c1cc2ccc(O)cc2oc1=O	-8
O=[N+]([O-])c1cccc(C=Nc2cc3c(cc2Br)OCCO3)c1	26
COc1ccc(Nc2nc(-c3ccccc3)c3ccccc3n2)cc1	3
O=[N+]([O-])c1ccc(N/N=C/c2cn(Cc3ccc(F)cc3)c3ccccc23)nc1	73
COC(=O)c1ccc(COc2cccc3c2CCN(Cc2cccc(C)c2)C3=O)o1	-14
COc1ccccc1N1CCN(C(=O)c2cccc3c(=O)c(C)c(-c4ccccc4)oc23)CC1	-1
CCc1ccc(/C=N/NC(=O)c2cc(C3CC3)nc3ccccc23)s1	-4
COc1cccc(CNC(=O)Cn2nc(-c3ccc(Cl)cc3)ccc2=O)c1	-1
COc1ccc(N2CC(NC(=O)NC(C)(C)C)CC2=O)cc1 (configuration not stated)	-2
Cc1csc(N(C(=O)Cc2ccccc2F)c2ccccc2)n1	-1
CC(=O)c1cccc(NC(=O)C(Sc2ncnc3ccccc23)c2ccccc2)c1 (configuration not stated)	26
CC(=O)c1ccc(N2CCN(C(=S)Nc3cc(C)ccc3C)CC2)cc1	24
CCOc1ccc(-c2c(=O)n(OCc3ccc([N+](=O)[O-])cc3)c3ccccc3[n+]2[O-])cc1	7
Cc1ccc(C(=O)N2CCN(c3cc4c(cc3[N+](=O)[O-])n(C)c(=O)n4C)CC2)cc1	-5
O=C(C1=NN[C@@H]2C(=O)N(c3cccc(F)c3)C(=O)[C@H]12)C(c1ccccc1)c1ccccc1	8
COc1cccc(C(=O)c2c[nH]c(C(=O)NCc3ccco3)c2)c1	-5
CC(=O)N(C)c1ccc(NC(=S)Nc2ccccc2)cc1	-6
O=C1CC(Sc2nnnn2-c2ccccc2)C(=O)N1c1cccc(Cl)c1 (configuration not stated)	0
COc1ccc(NC(=O)CSc2nc(N)c3cc4c(nc3n2)CCCC4)c(OC)c1	-7
Cc1ccc(C)c(NC(=S)NCc2ccc3c(c2)OCO3)c1	-2
CC(C)N(CCn1c(=S)[nH]c2ccccc2c1=O)C(C)C	-4
CCOC(=O)C(Cc1ccccc1)NC(=O)CNC(=O)CNC(=O)OCc1ccccc1 (configuration not stated)	3
CCCCn1c(SCC(=O)N2CCCC2)nnc1-c1ccccc1	-3
COc1ccccc1N1CCN(C(=O)CSc2nnc3c4ccccc4nc(Cc4ccccc4)n23)CC1	-4
Cc1cc(C)c(Nc2cc(S(=O)(=O)O)c(N)c3c2C(=O)c2ccccc2C3=O)c(C)c1	30
CCOCCCNc1nc2c(C)cccn2c(=O)c1/C=C1\SC(=S)N(CC(C)C)C1=O	-1
Cc1ccc(C)c(NC(=O)C(OC(=O)c2ccc(C)s2)c2ccccc2)c1 (configuration not stated)	4
Cc1ccccc1C(=O)NC(=S)Nc1ccc(S(=O)(=O)N(C)c2ccccc2)cc1	8
The results go on.
SMILES	CD11b adhes enh
Cc1ccccc1Cn1cnc2c(NS(C)(=O)=O)c(C)c(C)cc21	-3
COc1ccc(C(=O)CN(Cc2ccccc2)C2=NCCS2)cc1	-1
O=C(CN1CCN(c2ccccc2Cl)CC1)NC1CCCc2ccccc21 (configuration not stated)	3
CCC(=O)N1N=C(c2c(-c3ccccc3)c3cc(Cl)ccc3[nH]c2=O)CC1c1ccco1 (configuration not stated)	75
Cc1nc(CSc2ccc(Cl)cc2)cc(N2CCOCC2)n1	-7
COc1ccc(N(C(=O)Cn2cnc3ccccc32)C(C(=O)NC2CCCCC2)c2ccccc2)cc1 (configuration not stated)	1
COc1ccc(CSCC(=O)N/N=C/c2ccccc2OCc2ccccc2)cc1	-2
Cc1ncsc1C(=O)N1N=C2/C(=C/c3ccc(N4CCOCC4)cc3)CCCC2C1c1ccc(N2CCOCC2)cc1 (configuration not stated)	2
COc1cccc(/C=C(\C#N)C(=O)NC2CCS(=O)(=O)C2)c1 (configuration not stated)	2
O=C(Nc1cccc(-c2cnc3ccccc3n2)c1)c1ccc(Cl)cc1	-2
Oc1ccccc1N1CCN(c2ncccn2)CC1	-1
O=C(/C=C/Nc1cccc(C(F)(F)F)c1)C(F)(F)F	-4
O=S(=O)(Nc1ccc(F)cc1)c1ccc(NC(=S)Nc2ccccc2)cc1	-3
CC(C)OC(=O)CC(=O)CSc1nc2c(c(-c3cccs3)c1C#N)CCC2	2
CCOC(=O)c1c(NC(=O)C(C)NCc2ccco2)sc2c1CCC(C)C2 (configuration not stated)	2
Cc1ccc(C)c(NC(=S)NNC(=O)c2ccco2)c1	0
COc1cccc(NC(=S)NN2C(C)CCCC2C)c1 (configuration not stated)	0
CCCCNC(=O)/C(C#N)=c1\s/c(=C\c2ccccc2OC(F)F)c(=O)n1CCCOC	-1
CCOC(=O)C1=C(c2ccc(OC)cc2)C(=O)c2ccccc2C1=O	-2
Cc1[nH]c2ccccc2c1/C=N/NC(=O)CNC(=O)c1ccc2c(c1)OCO2	0

Looked up one by one from the list above (2):
SMILES	CD11b adhes enh
COc1cccc(/C=C(\C#N)C(=O)NC2CCS(=O)(=O)C2)c1 (configuration not stated)	2
CCC(=O)N1N=C(c2c(-c3ccccc3)c3cc(Cl)ccc3[nH]c2=O)CC1c1ccco1 (configuration not stated)	75

The list goes on.
SMILES	CD11b adhes enh
COC(=O)Cc1ccc(NC(=S)NCc2ccc(F)cc2)cc1	-1
Cc1nn(-c2ccccc2)c(Cl)c1/C=N\NC(=O)c1cncc(Br)c1	11
O=C(CSc1ccc2ccccc2n1)NCCC1=CCCCC1	-2
CCOc1ccc(N2CC(C(=O)NCCN3C(=O)S/C(=C\c4ccc(OC)cc4)C3=O)CC2=O)cc1 (configuration not stated)	1
O=C(Nc1nc(-c2cccs2)c(-c2cccs2)s1)C1CCCC1	9
CSc1ccc(C#N)cc1NC(=O)c1ccc(Cl)cc1	0
CSc1ccc(/C=C(\C#N)C(=O)Nc2cccc(C)c2)cc1	39
CCOc1ncccc1C(=O)N(C)CC(=O)Nc1ccccc1SC	1
Cc1cccnc1Sc1c([N+](=O)[O-])ncn1C	6
COC(=O)c1c(NC(=O)CN2CCC3(O)CCCCC3C2c2ccc(OC)cc2OC)sc(C)c1C (configuration not stated)	57
CCOC(=O)c1sc2nc(C3CC3)cc(-c3ccc(F)cc3)c2c1N	-2
O=C(CSc1nnc2c(n1)[nH]c1ccccc12)Nc1ccc2c(c1)OCO2	21
CC(=O)c1ccc(NC(=S)N2C(C)CCCC2C)cc1 (configuration not stated)	-4
COC(=O)c1ccc(CSc2nc3ccc(C)cc3[nH]2)o1	-2
CCCCNC(=O)COC(=O)CCC(=O)c1cccs1	3
Cc1cccc(C)c1OCC(=O)Nc1ccc(S(=O)(=O)Nc2ccccn2)cc1	-6
O=C(Oc1ccccc1N1C(=O)C2CCCCC2C1=O)c1ccc(Cl)cc1 (configuration not stated)	-4
COc1ccccc1N1CCN(C(=O)c2ccc([N+](=O)[O-])s2)CC1	2
CC(=O)N1CCN(CC(=O)Nc2ccc(Cl)c(S(=O)(=O)N(C)C)c2)CC1	1
CC(=O)NC(CC(=O)NC1CCCCC1)c1ccccc1 (configuration not stated)	1

Ordered by length of the SMILES (largest number first): 15 of the compounds above
SMILES	CD11b adhes enh
CCOc1ccc(N2CC(C(=O)NCCN3C(=O)S/C(=C\c4ccc(OC)cc4)C3=O)CC2=O)cc1 (configuration not stated)	1
COC(=O)c1c(NC(=O)CN2CCC3(O)CCCCC3C2c2ccc(OC)cc2OC)sc(C)c1C (configuration not stated)	57
CC(=O)N1CCN(CC(=O)Nc2ccc(Cl)c(S(=O)(=O)N(C)C)c2)CC1	1
Cc1cccc(C)c1OCC(=O)Nc1ccc(S(=O)(=O)Nc2ccccn2)cc1	-6
O=C(CSc1nnc2c(n1)[nH]c1ccccc12)Nc1ccc2c(c1)OCO2	21
Cc1nn(-c2ccccc2)c(Cl)c1/C=N\NC(=O)c1cncc(Br)c1	11
O=C(Oc1ccccc1N1C(=O)C2CCCCC2C1=O)c1ccc(Cl)cc1 (configuration not stated)	-4
CCOC(=O)c1sc2nc(C3CC3)cc(-c3ccc(F)cc3)c2c1N	-2
O=C(Nc1nc(-c2cccs2)c(-c2cccs2)s1)C1CCCC1	9
CSc1ccc(/C=C(\C#N)C(=O)Nc2cccc(C)c2)cc1	39
COC(=O)Cc1ccc(NC(=S)NCc2ccc(F)cc2)cc1	-1
CC(=O)c1ccc(NC(=S)N2C(C)CCCC2C)cc1 (configuration not stated)	-4
O=C(CSc1ccc2ccccc2n1)NCCC1=CCCCC1	-2
Cc1cccnc1Sc1c([N+](=O)[O-])ncn1C	6
CCCCNC(=O)COC(=O)CCC(=O)c1cccs1	3

(list continues)
SMILES	CD11b adhes enh
CSc1ccccc1NC(=S)Nc1cccc(C(F)(F)F)c1	-10
CCCCCc1nc2sc3c(c2c(=O)n1NC(=O)c1ccc([N+](=O)[O-])cc1)CC(C)(C)OC3	-6
Cc1c(C(=O)OCC(=O)N2CC(=O)Nc3ccccc32)oc2ccc(Br)cc12	1
Cc1csc(NC(=O)/C=C/c2ccco2)n1	0
O=c1cc(CN2CCOCC2)nc(C2CC2)[nH]1	0
NC(=S)N/N=C\c1c2ccccc2cc2ccccc12	1
Cc1ccc(-n2c(SCC(=O)NCCN3C(=O)CSC3=O)nnc2-c2ccccc2F)cc1	0
O=C(Cc1cccs1)N/N=C/c1ccco1	12
CCOC(=O)C1CCN(c2ccc(C(=O)O)cc2[N+](=O)[O-])CC1	-3
O=S(=O)(c1cccc(NC(=S)N2CCN(c3ccc(F)cc3)CC2)c1)C(F)F	-6
CCCCN1CNC(=S)N(Cc2ccccc2)C1	-3
CCOC(=O)c1nn(-c2ccc(Cl)cc2)c2nc(-c3ccc(C)cc3)c(C#N)c(=O)n12	-4
CC(C)(C)NCc1cc(Br)ccc1OCc1cccs1	2
O=[N+]([O-])c1cccc(S(=O)(=O)Nc2nc3ccccc3nc2Nc2cccc(S(=O)(=O)N3CCCCC3)c2)c1	4
O=C(CC1(C(=O)O)CCCC1)N1CCOCC1	-1
Cc1nn(-c2ccccc2)c2nc(C(F)(F)F)[nH]c(=O)c12	8
CN(C(=O)COC(=O)c1cccnc1Nc1cccc(C(F)(F)F)c1)C1CCS(=O)(=O)C1 (configuration not stated)	1
CNS(=O)(=O)c1cccc(C(=O)OCC(=O)Nc2sc3c(c2C#N)CCCCC3)c1	-7
O=S(=O)(c1ccc(Cl)s1)N1CCCc2cccc(O)c21	4
CCNC(=O)COC(=O)C1CCC(=O)N(c2ccc(OC)cc2)C1c1ccc(OC)cc1 (configuration not stated)	1
O=C(Nc1ccccc1)ON=C1c2ccccc2-c2ccccc21	0
O=C(Nc1cccc2nsnc12)c1ccc(-c2ccc(Br)cc2)o1	49
CCOC(=O)c1[nH]c(C)c(C(=O)OCCOc2cccc(C)c2)c1C	-1
CCOC(=O)N1CCN(C(=O)/C(=C/c2cccc3ccccc23)NC(=O)c2ccc(OC)cc2)CC1	0
CCCC1=[N+](CC(=O)c2ccc(C)cc2)CCn2cccc21	-3
Cc1cccc(C)c1NC(=O)CNC(=O)C(NC(=O)c1ccc(C(C)(C)C)cc1)C(C)C (configuration not stated)	0
COc1ccc(OC)c(NC(=O)CSc2nc3ccccc3c3nc4ccccc4n23)c1	42
O=C(Nc1nc(-c2cc(Cl)sc2Cl)cs1)c1ccc(Br)s1	-3
Cc1ccc(-c2nc(C3CCN(S(=O)(=O)c4ccc(C(C)(C)C)cc4)CC3)no2)cc1	9
Cc1ccc(Oc2ccccc2/C=C/C(=O)O)cc1	-4
Cc1[nH]c2ccccc2c1/C=N/Nc1nc(Nc2ccc(F)cc2)nc(N2CCOCC2)n1	-3

Only part of the results is shown; the hit share may differ from the screen's.
